SR-BI uptake up: activators of SR-BI mediated DiI-HDL uptake, primary screen, ldlA[mSR-BI] CHO cells, DiI fluorescence; 3 h; 100 = double the neutral-control signal; activation, % at 12.5 µM; AID 504775, 2011; 320,000 compounds, 0.096% hits;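 active = mean replicate activation of at least 60% and every replicate at or above 60%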;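 also: 0% = median plate neutral-control signal and 100% = twice that signal; values of inactives mirror those of a sister screen read the other way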
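Material – SR-BI-overexpressing, LDLR-lacking CHO cells · Medium – BSA-supplemented, HEPES-buffered Ham's F12, pH 7.4 · Doses – single concentration · Times – compound with DiI-HDL co-incubation, 3 h at 37 °C · Measured by – bottom-read fluorescence, 550/595 nm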
CDK5 inh: inhibitors of human CDK5/p35 kinase, primary screen, biochemical, single concentration. Recombinant CDK5/p35, ADP-Glo luminescence, 60 min. inhibition, % at 10 µM. 330,000 compounds, 0.01% hits;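 active = highest replicate inhibition of at least 50% and at least 75% of replicates reaching 50%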;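 also: plate controls were DMSO neutral control for no effect and GW8510 at 10 µM for full effect; many of its hits are not listed in these tables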
SR-BI DiI inh: inhibitors of SR-BI mediated HDL lipid uptake, primary screen, ldlA[mSR-BI] cells, fluorescence, single point; Scavenger receptor class B member 1 (Mus musculus), Q61009; ldlA[mSR-BI] CHO cells, DiI-HDL uptake fluorescence, 3 h; inhibition, % at 12.5 µM; 320,000 compounds, 0.96% hits; AID 488896, 2010;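 active = mean replicate inhibition of at least 70% and a set share of replicates each scoring 70 or more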;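 also: 0% = median of neutral control wells and 100% = median of positive control wells; values of inactives mirror those of a sister screen read the other way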
Target sequence (Q61009 whole entry, looked up): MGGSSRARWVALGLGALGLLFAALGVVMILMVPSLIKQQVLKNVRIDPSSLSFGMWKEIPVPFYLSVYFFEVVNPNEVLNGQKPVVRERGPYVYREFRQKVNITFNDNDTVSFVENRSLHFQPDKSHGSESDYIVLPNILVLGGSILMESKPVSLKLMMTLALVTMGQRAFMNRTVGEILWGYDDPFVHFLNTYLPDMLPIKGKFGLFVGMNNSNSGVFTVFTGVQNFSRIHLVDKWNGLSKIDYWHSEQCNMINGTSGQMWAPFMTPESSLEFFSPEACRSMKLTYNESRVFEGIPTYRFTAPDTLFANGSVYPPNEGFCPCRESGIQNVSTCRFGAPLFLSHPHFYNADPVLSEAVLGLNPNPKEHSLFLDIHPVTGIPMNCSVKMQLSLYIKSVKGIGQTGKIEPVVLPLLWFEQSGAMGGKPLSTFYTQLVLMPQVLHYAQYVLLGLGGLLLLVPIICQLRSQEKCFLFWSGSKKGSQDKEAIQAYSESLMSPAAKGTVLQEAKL
PKA-R1A activ: activators of PKA-R1A holoenzyme, primary screen, biochemical, fluorescence polarization, Cy5-IP20, bovine R1A, mouse PKAc; cAMP-dependent protein kinase type I-alpha regulatory subunit (Bos taurus) + …; 340,000 compounds, 0.083% hits; PKA-R1A dissociation; scaled: DMSO 0%, 113 µM cGMP 100%; activation, % at 11.4 µM;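 active = percent activation above the mean of all tested compounds plus 3 SD, cut at about 19% in these data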;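 also: higher means more PKAc released from R1A so a rise in polarization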
DSG3 Ab inh: inhibitors of pemphigus antibody binding to DSG3, primary screen, biochemical, bead-based, flow cytometry, scFv-GFP. 310,000 compounds, 0.48% hits. Desmoglein-3 (Homo sapiens), P32926. DSG3-coupled beads, scFv-anti-DSG3-GFP binding; stronger effect = lower value. binding (percent of control), % at 10 µM;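 active = binding more than 3 SD below its plate's average and above zero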; also: some compounds called inactive have numbers as strong as hits
Arr AP2 block: inhibitors of beta-arrestin/AP2 binding, primary screen, biochemical, GPCR trafficking, flow cytometry; FITC-arrestin peptide / GST-AP2 beads; AP2 beta2 appendage carries R879A mutation; inhibition, % at 10 µM; 340,000 compounds, 0.31% hits;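 active = inhibition above a set limit, near 3 SD of compounds lacking own fluorescence, cut at about 54% in these data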;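 also: plate controls were DMSO wells for no effect and 5 µM unlabelled arrestin peptide for full effect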
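Material – AP2 appendage R879A on GSH beads · Buffer or medium – PBS with 0.05% Tween 20 and 0.1% BSA · Probe or stimulus – fluorescein-tagged arrestin peptide at 50 nM final · Incubation – compound with beads 12 min RT, then probe 1 h RT · Detection – high-throughput flow cytometry of beads, ex 488, em 535 nm · Evaluation – percent response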
Mot1-301 SUMO: yeast Mot1-301 growth rescue at high temperature, primary screen, SUMOylation pathway inhibitor project, S. cerevisiae, ATP luminescence, 38.5C; S. cerevisiae Mot1-301 growth rescue; percent above DMSO median, 100 means doubled; growth rescue, % at 18.8 µM; 320,000 compounds, 1% hits; AID 2716, 2010;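 active = every valid replicate shows activation above 250% relative to neutral control wells; inactive = the rest, any valid replicate at or below 250%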;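 also: OY570 slx delta 5 strain wells were the positive control but not used for scaling; some compounds called inactive have numbers as strong as hits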
PKA-R2B act: activators of PKA-R2B holoenzyme, primary screen, biochemical, fluorescence polarization, Cy5-IP20, human; PKA-R2B holoenzyme dissociation; R2B truncated from residue 108, S112A mutant; 0% DMSO only, 100% 113 µM cGMP; activation, % at 11.4 µM; 340,000 compounds, 0.079% hits;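 active = activation above a cutoff set at the mean over all compounds plus 3 SD, cut at about 18% in these data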;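 also: higher means more holoenzyme dissociation and a rise in polarization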
Target sequence (P31323 whole entry, looked up, other chains not shown, the tested form may be a part): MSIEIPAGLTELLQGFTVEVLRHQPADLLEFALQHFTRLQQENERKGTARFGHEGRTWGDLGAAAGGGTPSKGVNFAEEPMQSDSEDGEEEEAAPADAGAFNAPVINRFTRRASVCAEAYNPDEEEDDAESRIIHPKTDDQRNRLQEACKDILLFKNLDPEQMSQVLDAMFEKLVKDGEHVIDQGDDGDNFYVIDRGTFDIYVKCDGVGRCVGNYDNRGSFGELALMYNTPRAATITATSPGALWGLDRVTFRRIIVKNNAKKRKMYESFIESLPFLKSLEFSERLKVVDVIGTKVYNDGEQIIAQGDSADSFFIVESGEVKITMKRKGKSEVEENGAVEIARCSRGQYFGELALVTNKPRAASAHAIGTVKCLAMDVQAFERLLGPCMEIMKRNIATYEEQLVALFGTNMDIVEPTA
MITF act: activators of MITF-driven TRPM1 promoter reporter, primary screen, cell-based, SK-MEL-5, luciferase, single point. AID 588334, 2011. activation, % at 12.5 µM. SK-MEL-5 TRPM1-promoter luciferase, 24 h; % of positive control, neutral wells = 0. 300,000 compounds, 0.75% hits;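 active = mean activation of at least 80% with every replicate also reaching 80%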;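 also: 0% = neutral control wells and 100% = parthenolide positive control wells; values of inactives mirror those of a sister screen read the other way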
dFosB activator: activators of delta FosB homodimer, primary screen, biochemical, fluorescence polarization, TAMRA-CDK5 oligo, single point; Protein FosB (Mus musculus), P13346; purified delta FosB; percent of positive-control signal above neutral wells; activation, % at 25 µM; 340,000 compounds, 0.99% hits; AID 493131, 2011;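 active = mean activation above about 17%, with every replicate also reaching it, limit read from the data, passing the limit was not always enough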;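 also: fluorescence polarization rise as delta FosB binds a TAMRA Cdk5 AP-1 oligo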
NSD2 HMT inh: NSD2 histone methyltransferase inhibitors, primary screen, biochemical, AlphaScreen, single concentration, set 2; 310,000 compounds, 0.54% hits; Histone-lysine N-methyltransferase NSD2 (Homo sapiens), O96028; inhibition, % at 12.5 µM; NSD2 peptide methylation, 120 min; in the data active = inhibition above about 50%
Starred values were filed as active, the others as inactive; nt = no result given. No enrichment for hits (roughly 4.7% active in at least one column).

compound	SR-BI uptake up	CDK5 inh	SR-BI DiI inh	PKA-R1A activ	DSG3 Ab inh	Arr AP2 block	Mot1-301 SUMO	PKA-R2B act	MITF act	dFosB activator	NSD2 HMT inh
Cc1ccc(C(C)C)c(OCC(=O)Nc2ccc3c(c2)nc(CCN2CCCCC2)n3C)c1	2	nt	-2	-9	103	18	-1	0	-94	7	10
CCOC(=O)C(O)(CC(=O)Nc1ccc(Cl)cc1Cl)C(F)(F)F (configuration not stated)	-2	0.0	2	-3	104	-1	-27	-11	nt	0	-2
CCCCOC(=O)c1ccc(NC(=O)c2nn(C)cc2Br)cc1	-28	0.1	28	-7	100	3	-3	8	nt	-16	-4
CC(C)C(=O)Nc1ccc(C(=O)NNC(=O)c2ccco2)cc1	5	-0.9	-5	-5	101	29	27	-10	3	2	7
O=C(CN1CCN(Cc2cccc3ccccc23)CC1)NCCc1ccccc1	nt	1.9	nt	-8	127	-2	-11	11	0	-10	8
O=C(Cn1ncc2c1-c1ccccc1OC2)N1CCN(Cc2ccccc2)CC1	nt	-1.5	nt	-1	103	-3	35	1	-1	-9	0
Cc1nn(-c2ccccc2)cc1/C=N/NS(=O)(=O)c1ccccc1	14	-1.9	-14	0	105	-4	-9	-7	-2	-13	0
COc1cc(NC(=O)c2ccco2)c(OC)cc1NC(=O)CSc1ncc(-c2ccc(F)cc2)[nH]1	nt	1.0	nt	0	102	-6	358	4	12	1	nt
CCOC(=O)c1sc(SC)c(C(C)=O)c1C	-9	-1.1	9	-2	nt	11	-8	-3	-3	-11	-1
Cc1nc(NC(C)c2ccccc2)sc1C(=O)Nc1ccccc1 (configuration not stated)	-7	-2.4	7	-3	107	-1	nt	-9	8	3	-2
Cc1noc(C)c1COc1ccc(CC(=O)NCCc2ccccc2)cc1	0	-5.2	0	-9	91	-14	nt	-2	-6	-4	0
O=C(NNC1=NCCC1)c1cccc(S(=O)(=O)N2CCCCC2)c1	-8	0.8	8	3	88	-4	201	-5	12	-4	nt
COc1cc(C(=O)NC(=S)Nc2ccc(Cc3ccncc3)cc2)cc(OC)c1OC	-32	2.3	32	11	96	-6	3	-6	nt	-1	-1
O=C(O)C1CCCCC1C(=O)NCc1ccc(F)cc1 (configuration not stated)	32	1.1	-32	0	105	13	-6	-11	nt	-4	-2
O=C(C1=C[C@H](C2CCCCC2)C[C@H](OCc2ccc(CO)cc2)O1)N1CCOCC1	-8	-0.2	8	-3	102	4	10	-4	3	2	nt
CCN(C(=O)c1ccc2c(SCC(=O)O)c3c(nc2c1)CCC3)c1cc(Cl)ccc1OC	4	0.4	-4	-5	85	-6	-9	-3	3	-11	2
O=C(CNC(=O)c1ccco1)Nc1ccc(Cl)cc1	-3	0.9	3	-11	100	2	-15	-6	41	-2	-1
CC(C)n1cnc2c(Nc3ccc(F)c(Cl)c3)nc(NCCO)nc21	10	61*	-10	16	101	9	-14	-5	-9	2	nt
C=CCOc1ccc(C2CC(C)=NN2c2ccccc2)cc1 (configuration not stated)	-8	-0.7	8	-4	101	4	5	-4	-14	-9	-2
CCCSc1nc2c(c(=O)n(C)c(=O)n2C)n1C	24	0.0	-24	-9	96	35	-2	3	3	4	0
CC(=O)NCCn1c(SCC(=O)NC2CCCCC2)nc2ccccc2c1=O	14	1.4	-14	-5	108	9	-16	-5	-13	7	0
O=C(c1ccc(Cl)c(S(=O)(=O)N2CCCC2)c1)N1CCN(Cc2ccccc2)CC1	-9	-3.8	9	10	110	-9	nt	4	-3	-2	8
COC1=C(NCc2ccc3c(c2)OCO3)C(=O)C(OC)=C(NCc2ccc3c(c2)OCO3)C1=O	-3	-3.0	3	6	-15*	2	nt	-2	-7	-9	1
C=CCOC(=O)C1=C[C@H](c2ccc(C(F)(F)F)cc2)[C@@H](CCCO)[C@H](OCC)O1	-2	1.0	2	-4	99	21	2	2	5	2	nt
CSc1ncccc1C(=O)OCC(=O)N1CCc2ccccc21	-2	-1.8	2	2	115	0	-7	1	47	-7	-1

Looked up above:
`O=C(Cn1ncc2c1-c1ccccc1OC2)N1CCN(Cc2ccccc2)CC1` in DSG3 Ab inh → 103
`O=C(C1=C[C@H](C2CCCCC2)C[C@H](OCc2ccc(CO)cc2)O1)N1CCOCC1` in PKA-R2B act → -4
`C=CCOC(=O)C1=C[C@H](c2ccc(C(F)(F)F)cc2)[C@@H](CCCO)[C@H](OCC)O1` in dFosB activator → 2
`CCCCOC(=O)c1ccc(NC(=O)c2nn(C)cc2Br)cc1` in Arr AP2 block → 3
`COc1cc(C(=O)NC(=S)Nc2ccc(Cc3ccncc3)cc2)cc(OC)c1OC` in NSD2 HMT inh → -1

5 records picked at random from the list so far:
compound	SR-BI uptake up	CDK5 inh	SR-BI DiI inh	PKA-R1A activ	DSG3 Ab inh	Arr AP2 block	Mot1-301 SUMO	PKA-R2B act	MITF act	dFosB activator	NSD2 HMT inh
COc1cc(C(=O)NC(=S)Nc2ccc(Cc3ccncc3)cc2)cc(OC)c1OC	-32	2.3	32	11	96	-6	3	-6	nt	-1	-1
CCCCOC(=O)c1ccc(NC(=O)c2nn(C)cc2Br)cc1	-28	0.1	28	-7	100	3	-3	8	nt	-16	-4
Cc1ccc(C(C)C)c(OCC(=O)Nc2ccc3c(c2)nc(CCN2CCCCC2)n3C)c1	2	nt	-2	-9	103	18	-1	0	-94	7	10
O=C(CN1CCN(Cc2cccc3ccccc23)CC1)NCCc1ccccc1	nt	1.9	nt	-8	127	-2	-11	11	0	-10	8
CCOC(=O)c1sc(SC)c(C(C)=O)c1C	-9	-1.1	9	-2	nt	11	-8	-3	-3	-11	-1

New compounds follow
compound	SR-BI uptake up	CDK5 inh	SR-BI DiI inh	PKA-R1A activ	DSG3 Ab inh	Arr AP2 block	Mot1-301 SUMO	PKA-R2B act	MITF act	dFosB activator	NSD2 HMT inh
COc1cccc(CNC(=O)CCCc2nnc3n(C)c(=O)c4sccc4n23)c1	7	0.7	-7	-2	131	3	3	5	-9	-1	-2
O=C1CC(c2ccc(F)cc2)Cc2nc(NCc3ccco3)ncc21 (configuration not stated)	-8	2.1	8	-7	100	12	-13	1	-13	-4	-1
Clc1cc(Cl)c(OCCCCn2cncn2)c(Cl)c1	39	-1.2	-39	-4	128	2	21	-9	nt	5	-2
O=c1cc([O-])[n+]2c3n1CCCN3CCC2	32	0.8	-32	1	130	28	-5	-13	-5	2	-2
O=C1N=c2ccccc2=C1c1sc(NS(=O)(=O)c2ccccc2)nc1O	-2	-2.7	2	7	107	-18	-5	-16	-9	-7	2
COC(=O)c1ccc(/C=N/Nc2nc(-c3ccc(C)cc3)cs2)cc1	-37	-1.7	37	0	104	2	21	-12	0	6	nt
COc1ccccc1C1/C(=C(/O)c2ccc(C)cc2)C(=O)C(=O)N1CCN1CCOCC1 (configuration not stated)	30	0.2	-30	-13	nt	4	-15	-8	-17	2	-1
Fc1ccccc1-c1n[nH]c(=S)n1C1CC1	12	2.5	-12	12	95	3	9	-1	2	-2	-3
CC1Cc2ccccc2N1C(=S)NC(=O)c1ccco1 (configuration not stated)	2	0.1	-2	-7	104	-5	-6	-13	14	-2	2
O=C(Cn1nnc2ccccc2c1=O)NCc1ccco1	9	0.4	-9	-3	120	11	3	-4	0	1	0
Cc1cn2c(N)c(C=C3C=C(Cl)C(=O)C(Cl)=C3)c(=O)nc2s1	-4	0.5	4	0	124	18	nt	-1	7	-4	1
Cc1[nH]c(SCC(=O)Nc2cc(S(C)(=O)=O)ccc2Cl)nc1Cc1ccccc1	6	0.0	-6	0	102	-3	-25	4	-10	-7	2
CC(=O)c1cccc(NC(=O)C(CC(C)C)NC(=O)C2CCCCC2)c1 (configuration not stated)	-66	-0.1	66	-5	101	-12	nt	5	11	-4	nt
COc1ccc(C(=O)Nc2sc(C(=O)N(C)C)c(C)c2C#N)cc1[N+](=O)[O-]	-20	nt	20	-12	89	-2	7	-6	1	-1	1
S=c1[nH]nc(-c2ccc(Cl)cc2Cl)n1Cc1ccccc1	14	2.5	-14	2	nt	7	177	-2	7	-14	16
O=C(Cn1cncn1)NCc1cccc(OC(F)F)c1	18	-0.4	-18	4	109	-7	8	-12	-1	-3	3
CCOC(=O)c1c(-c2ccc(OC)cc2)csc1NC(=O)CNCc1ccco1	-5	-0.4	5	2	103	29	1	-5	7	-5	4
CCN(CC)CCN(C(=O)C1=COCCO1)c1nc2ccc(C)cc2s1	9	0.6	-9	-4	155	1	30	-13	16	-18	22
CCCCOc1ccc(C(=O)NCC(=O)NCCOc2ccccc2OC)cc1	-9	1.2	9	-3	99	2	3	-9	-3	-3	2
CCN(Cc1ccncc1)C(=O)c1cc(COc2ccc(OC)cc2Cl)on1	-20	-2.6	20	-3	95	-4	-16	4	77	-11	-3
c1ccc2c(c1)CCN(c1nc3cc4c(cc3s1)OCCO4)C2	-23	0.7	23	0	101	8	-35	5	-55	-15	nt
COc1ccc(C(=O)N2CCc3cc(OC)c(OC)cc3C2c2ccc(OC)c(OC)c2)cc1OC (configuration not stated)	9	-0.4	-9	15	nt	2	-19	-1	6	-11	6

Part of the list above in order of SMILES length, high to low:
compound	SR-BI uptake up	CDK5 inh	SR-BI DiI inh	PKA-R1A activ	DSG3 Ab inh	Arr AP2 block	Mot1-301 SUMO	PKA-R2B act	MITF act	dFosB activator	NSD2 HMT inh
COc1ccc(C(=O)Nc2sc(C(=O)N(C)C)c(C)c2C#N)cc1[N+](=O)[O-]	-20	nt	20	-12	89	-2	7	-6	1	-1	1
CCN(Cc1ccncc1)C(=O)c1cc(COc2ccc(OC)cc2Cl)on1	-20	-2.6	20	-3	95	-4	-16	4	77	-11	-3
O=C1CC(c2ccc(F)cc2)Cc2nc(NCc3ccco3)ncc21 (configuration not stated)	-8	2.1	8	-7	100	12	-13	1	-13	-4	-1
